OXTR potentiate – potentiates the human oxytocin receptor response. P30559. CHO-OTR cells, Fluo-8 calcium fluorescence, potentiator mode; 0% = oxytocin EC15, 100% = EC100. activation, % at 3 µM. hit rate 0.061% among 320,000. AID 2445;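 active means activation above that plate's cutoff, the mean activation of tested compounds plus 3 SD, cut at about 6.6% in these data, passing the limit was not always enough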;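 further: 100% uses oxytocin at 75 nM as the full agonist control; some results filed as inactive read as strong as hits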
Target sequence (P30559 whole entry, looked up): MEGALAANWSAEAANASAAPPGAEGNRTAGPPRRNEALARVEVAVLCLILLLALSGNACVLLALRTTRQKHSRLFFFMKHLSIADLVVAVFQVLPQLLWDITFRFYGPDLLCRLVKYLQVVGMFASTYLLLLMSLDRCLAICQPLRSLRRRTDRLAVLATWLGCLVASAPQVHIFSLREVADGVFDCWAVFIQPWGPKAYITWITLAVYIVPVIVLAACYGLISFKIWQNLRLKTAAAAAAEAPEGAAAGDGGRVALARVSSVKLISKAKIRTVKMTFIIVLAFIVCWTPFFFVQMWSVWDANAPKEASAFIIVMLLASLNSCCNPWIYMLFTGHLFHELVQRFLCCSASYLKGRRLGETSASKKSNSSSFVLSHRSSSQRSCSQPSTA
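Assay system: CHO-OTR cells, human receptor / Also added: oxytocin at about EC15, sub-maximal agonist stimulus / Dosing: single dose, 3.0 µM nominal final compound concentration / Incubation: 6 min pre-incubation, 100 s read / Technique: Fluo-8 calcium dye fluorescence / Read-out: % activation vs EC15 and EC100 oxytocin / Benchmarks: EC15 oxytocin low, 75 nM oxytocin high / Replicates: singlicate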
V1R ag counter – V1a receptor agonism, counter-screen for OXTR agonists. activation, % at 3 µM. P37288. AID 2797. CHO-V1R cells, Fluo-8 calcium fluorescence, agonist mode; 0% DMSO, 100% 3 nM vasopressin. hit rate 0.25% among 320,000;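 active means activation above the mean activation of all tested compounds plus 3 SD, per screening run, cut at about 20% in these data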;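 further: signal is peak over basal fluorescence ratio across a 100 second FLIPR read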
MEKK2mut PB1 HTS – signal of MEK5 binding to mutant human MEKK2 PB1 domain. bead flow cytometry, Alexa488-MEK5 binding to MEKK2 mutant. percent response, % at 10 µM. hit rate 0.35% among 290,000. AID 1530; in the data active means percent response above about 24%, passing the limit was not always enough; further: inactives centre near 1; some results filed as inactive read as strong as hits; reference of the scale not given here
GPR7 antag – antagonists of human GPR7 (neuropeptides B/W receptor 1); hit rate 1.1% among 290,000; AID 1861; GPR7-expressing cells, fluorescence antagonist assay; inhibition, % at 4.4 µM; P48145; in the data active means inhibition above about 16%, passing the limit was not always enough;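 further: cells stimulated with the agonist NPW; 0% = agonist with vehicle and 100% = vehicle without agonist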
Target sequence (P48145 whole entry, looked up): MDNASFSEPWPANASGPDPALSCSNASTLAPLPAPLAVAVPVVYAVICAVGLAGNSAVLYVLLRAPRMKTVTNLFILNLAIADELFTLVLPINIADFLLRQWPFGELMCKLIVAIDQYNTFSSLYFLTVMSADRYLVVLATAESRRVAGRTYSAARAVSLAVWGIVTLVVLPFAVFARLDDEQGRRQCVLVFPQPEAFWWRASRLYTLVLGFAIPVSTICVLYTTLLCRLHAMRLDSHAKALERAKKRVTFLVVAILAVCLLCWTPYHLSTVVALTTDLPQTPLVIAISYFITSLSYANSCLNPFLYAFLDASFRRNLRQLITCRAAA
OXTR agonist – activates the human oxytocin receptor | CHO-OTR cells, Fluo-8 calcium fluorescence; normalized: DMSO 0%, oxytocin 100% | hit rate 0.32% among 320,000 | activation, % at 3 µM | P30559;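 active means activation above the mean of all tested compounds plus 3 SD, cutoff set per screening run, cut at about 20% in these data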;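 further: peak over basal fluorescence ratio from a 100 s FLIPR kinetic read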
MEKK2wt PB1 HTS – raises or lowers MEK5 binding to wildtype human MEKK2 PB1 domain; bead flow cytometry, Alexa488-MEK5 binding to MEKK2 WT; actives lie on both sides; binding response (% of control), % at 10 µM; hit rate 1.1% among 290,000; AID 1531; in the data active means binding response below about 67% or above about 130%
GalR3 antagonist – human GalR3 antagonism. HEK293 GalR3-CNG cAMP membrane potential fluorescence; galR3 body fused to GalR1 C-terminus. hit rate 0.44% among 360,000. inhibition, % at 3 µM;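 active means inhibition above the screen-wide average plus 3 SD, cut at about 13% in these data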;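 further: forskolin and galanin both at EC90 stimulate the cells; cAMP rise reported by CNG channel membrane potential dye signal; 0% = forskolin plus galanin with DMSO and 100% = forskolin alone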
Target sequence (O60755 1-299 limits assumed): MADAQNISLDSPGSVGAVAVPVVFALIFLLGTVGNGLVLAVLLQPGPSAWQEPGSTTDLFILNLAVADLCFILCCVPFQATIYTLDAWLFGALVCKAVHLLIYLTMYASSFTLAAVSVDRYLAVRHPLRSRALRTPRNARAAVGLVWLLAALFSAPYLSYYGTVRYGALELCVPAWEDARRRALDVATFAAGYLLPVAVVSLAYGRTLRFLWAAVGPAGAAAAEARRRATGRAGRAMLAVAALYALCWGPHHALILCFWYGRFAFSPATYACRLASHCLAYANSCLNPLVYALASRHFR
NALP1 inh – NALP1 inhibition; AID 2071; hit rate 0.61% among 280,000; inhibition, % at 10 µM; S. cerevisiae NALP1/ASC/caspase-1 growth, X-gal OD620, 72 h; in the data active means inhibition mostly above about 24%, no sharp cut-off; inactive means mostly below about 32%; further: some compounds called inactive have numbers as strong as hits
M18AAP inhibitor – blocks P. falciparum M18 aspartyl aminopeptidase; inhibition, % at 7.35 µM; hit rate 1.2% among 290,000; AID 1822; recombinant PfM18AAP, H-Glu-NHMec fluorogenic cleavage;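 active means inhibition above the campaign mean inhibition over all tested compounds plus 3 SD, cut at about 28% in these data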;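 further: 0% = plate median of test compound wells and 100% = 2 mM ZnCl2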
The depositor's hits bear a star; . = not tested or not shown; & = joins results of further samples. Not a hit list. Share with any hit: about 4.1%.

SMILES	OXTR potentiate	V1R ag counter	MEKK2mut PB1 HTS	GPR7 antag	OXTR agonist	MEKK2wt PB1 HTS	GalR3 antagonist	NALP1 inh	M18AAP inhibitor
O=C(CCS(=O)(=O)c1cccc2nonc12)NC1CCCCCC1	-8	-0.5	3	-3	-0.5	108	-2	7	-3
COc1ccccc1C(=O)N1CCN(C(=O)c2ccncc2)CC1	-2	0.2	11	-3	0.4	107	0	15	2
CC(C)(C)C1CCC(=NNS(=O)(=O)c2ccc(Br)cc2)CC1 (configuration not stated)	-11	-0.5	6	-6	-1.6	103	3	4	4
CCOc1ccc(C(=O)OCC(=O)NCCNC(=O)COC(=O)c2ccc(OCC)cc2)cc1	0	-0.5	5	-15	-0.5	103	5	16	-13
CN(Cc1nc(-c2cccs2)no1)CC1COCCO1 (configuration not stated)	-7	0.1	10	-15	-0.5	102	-5	0	5
S=C(NCc1ccccc1)N1CCc2ccccc2C1	-5	-1.7	-6	17	-2.5	94	-6	-1	-1
CN(N=Nc1cccc([N+](=O)[O-])c1)c1cccc([N+](=O)[O-])c1	-7	-0.5	2	-28	-0.8	105	-5	4	1
CC(=O)C1=C(Nc2ccccc2)CC(C)(O)C(C(C)=O)C1c1ccccc1 (configuration not stated)	-1	-0.5	-12	-8	-0.2	96	-5	12	2
O=C(CCc1nc2ccccc2s1)NCc1ccccc1F	-4	0.0	-3	1	0.0	97	-4	9	10
CCc1cc2ccc(C)c(C)c2nc1SCC(=O)Nc1cc(C)on1	-12	-0.6	-4	0	-1.2	100	-2	25	1
COc1ccc(S(=O)(=O)Nc2c(C)nc3nc(C)[nH]n3c2=O)cc1	-4	0.8	-7	-1	0.2	94	7	-138	-10
O=C(OCC(=O)N1CCN(c2ccccc2)CC1)c1ccco1	.	.	7	-1	.	110	-5	8	2
O=C(CN1C(=O)c2ccccc2S1(=O)=O)NCCc1ccccc1	-12	0.3	-7	-4	-0.4	90	-10	9	-1
Cc1ccc(NC(=O)CSc2ccc3nnc(CCNC(=O)c4ccccc4)n3n2)c(C)c1	5	-0.3	11	-2	1.0	97	-10	17	-2
CN1CCN(CC(O)COC(c2ccccc2)c2ccccc2)CC1 (configuration not stated)	-3	1.0	-1	-10	1.1	96	-2	-2	6
O=C(CSc1nc2ccccc2c(=O)[nH]1)Nc1ccc(C(=O)O)cc1	-9	1.0	-10	20*	0.2	76	9	-15	-6
COc1ccc(CN2CCNC(=O)C2CC(=O)NCCCn2cccn2)cc1C (configuration not stated)	-10	0.1	7	-14	-1.3	115	5	2	11
COc1cc(NC(=O)c2ccno2)cc(C(=O)Nc2cccc(C(F)(F)F)c2)c1	-14	13	2	.	14	98	-2	.	.
COc1ccc(NC(=O)CN(C)C(=O)c2c(-c3c(F)cccc3Cl)noc2C)cc1	-4	0.6	.	.	1.5	.	-3	.	.
CCN(Cc1ccccc1)C(=O)c1ccc2c(=O)n3c(nc2c1)CCC3	-9	0.3	.	.	0.1	.	-2	.	.
Cc1cccc(OCCC(=O)N(C)CC(=O)Nc2cccc3ccccc23)c1	1	0.9	0	-4	-0.6	100	-4	30	1
Cc1cc(SCC(=O)N/N=C/c2ccc(O)cc2O)nc2ccccc12	-21	8.8	11	-9	9.6	102	-10	-13	10
Cc1ccc2c(c1)N(CC(=O)N1CCOCC1)C(=O)CO2	-11	-0.1	-2	-3	-0.3	101	-4	-12	-2
CSc1ccccc1NC(=O)c1ccccc1C	2	3.2	2	-10	-2.1	105	-2	21	1
Cc1ccc(S(=O)(=O)N2CCOCC2)cc1NC(=O)COC(=O)COc1ccccc1[N+](=O)[O-]	0	0.4	.	.	1.9	.	-7	.	.
O=C(NCc1ccccc1)C(c1ccccc1)N(Cc1cccs1)C(=O)c1cnccn1 (configuration not stated)	5	0.2	6	0	-0.2	108	-4	3	-5
Cc1ccc(NS(=O)(=O)c2cc3c4c(cccc4c2)C(=O)NC3=O)cc1	0	0.2	-11	-6	-0.7	92	-4	9	0
S=c1[nH]nc(-c2ccccn2)n1/N=C/c1ccccc1	-2	0.0	-2	0	-0.7	100	1	-13	6
CCOC(=O)C1(Cc2ccc(OC)cc2)CCN(C(=O)c2cc3ccccc3[nH]2)CC1	-7	-0.4	-44	-22	-1.8	96	-5	30	0
COC(=O)C1=C(CSc2nc3ccccc3o2)NC(=O)NC1c1cc(C)ccc1C (configuration not stated)	-8	-0.7	7	-13	-1.4	97	-3	17	0

Rewritten with each value named: part of the list above
canonical_smiles: CN1CCN(CC(O)COC(c2ccccc2)c2ccccc2)CC1 (configuration not stated)
  OXTR potentiate: -3	V1R ag counter: 1.0	MEKK2mut PB1 HTS: -1	GPR7 antag: -10	OXTR agonist: 1.1	MEKK2wt PB1 HTS: 96	GalR3 antagonist: -2	NALP1 inh: -2	M18AAP inhibitor: 6

canonical_smiles: O=C(CSc1nc2ccccc2c(=O)[nH]1)Nc1ccc(C(=O)O)cc1
  OXTR potentiate: -9	V1R ag counter: 1.0	MEKK2mut PB1 HTS: -10	GPR7 antag: 20*	OXTR agonist: 0.2	MEKK2wt PB1 HTS: 76	GalR3 antagonist: 9	NALP1 inh: -15	M18AAP inhibitor: -6

canonical_smiles: O=C(CCS(=O)(=O)c1cccc2nonc12)NC1CCCCCC1
  OXTR potentiate: -8	V1R ag counter: -0.5	MEKK2mut PB1 HTS: 3	GPR7 antag: -3	OXTR agonist: -0.5	MEKK2wt PB1 HTS: 108	GalR3 antagonist: -2	NALP1 inh: 7	M18AAP inhibitor: -3

The list goes on:
SMILES	OXTR potentiate	V1R ag counter	MEKK2mut PB1 HTS	GPR7 antag	OXTR agonist	MEKK2wt PB1 HTS	GalR3 antagonist	NALP1 inh	M18AAP inhibitor
COc1ccc(NC(=S)N(CCC(C)C)C2CCN(C(C)C)CC2)cc1Cl	-13	6.7	4	11	8.0	112	-12	7	-1
Cc1cc(C)cc(NC(=O)CCCN2C(=O)C(c3ccccc3)Oc3cccnc32)c1 (configuration not stated)	-6	-0.3	1	-19	-0.6	94	-7	21	1
Cc1ccc(-n2c(Cn3cnc4ccccc43)nnc2SCC(=O)O)cc1	-11	2.2	-18	-8	0.2	92	-2	-68	2
O=C(NNc1nc2ccccc2s1)c1ccc(F)cc1	-6	3.6	1	0	2.8	97	0	31	32*
Cc1ccc(S(=O)(=O)N(C)C)cc1NC(=O)COC(=O)/C=C/c1cnc2ccccc2n1	-15	1.8	-5	-5	-0.9	97	-8	5	4
CC12CN3CC(C)(CN(C1)C3c1cc3ccccc3[nH]1)C2=O (configuration not stated)	-6	0.0	3	-3	0.6	92	-1	5	-8
COc1ccc(C(=O)NNC(=S)NC(=O)c2ccc(F)cc2)cc1Br	-24	76*	.	.	68*	.	-2	.	.
O=C(Nc1ccccc1)Nc1ccc(Br)c(Cl)c1	-9	11	3	29*	18	127	-3	42	-3
C/C=C/C=C/C(=O)N1CC2(CC(c3cccc(NC(=O)CCCCC)c3)=NO2)C[C@H]1C(N)=O (some centres not stated)	4	-0.6	2	.	0.1	93	-5	0	.
Cc1[nH]n(-c2ccccc2)c(=O)c1C(=O)c1ccccc1	-2	-0.3	-33	-9	-1.1	90	-6	.	-1
O=C(COc1cccc2ccccc12)N/N=C/c1ccccc1OCc1ccc(C(=O)O)cc1	4	0.3	-2	-20	-0.3	96	4	10	0
NC1=NC(=O)/C(=C\c2ccsc2)S1	-14	-0.7	-8	-2	-0.2	96	3	6	2
CC[C@]12CCCN3CCc4c(n(c5ccccc45)C(=O)C1)C32 (some centres not stated)	8	0.5	-3	0	0.4	94	.	14	-7
Cc1cccc(Nc2nnc(SCC(=O)Nc3ccccc3[N+](=O)[O-])s2)c1C	-6	3.5	-1	-11	-2.2	106	0	18	6
CCN(CC)C(=O)CSc1nnc(CCNC(=O)OC(C)(C)C)o1	6	1.1	-5	-9	0.6	93	-4	-1	-6
CCCc1nc2c(s1)CCc1onc(-c3ccc(Cl)cc3)c1-2	-6	-1.4	.	.	0.3	.	-3	.	.
COc1cccc(-c2cc3c(-n4cccc4)ncnc3o2)c1	-4	-1.2	2	-13	-1.3	105	-2	6	3
COc1cc(OC)c(NC(=S)Nc2cccc(C)c2)cc1Cl	0	0.1	-1	7	-0.1	104	0	24	-8
CCOC(=O)C1CCN(C(=O)Cn2nc(CC)n3cccc3c2=O)CC1	0	1.1	8	-8	0.3	102	-9	2	-1
Cc1cccc(NC(=O)C2CCCN2S(=O)(=O)c2ccc(F)cc2)c1C (configuration not stated)	-1	0.3	-6	-11	-1.3	93	-4	0	-2
O=C(Nc1cccc(C(F)(F)F)c1)c1ccc(Cn2cc(Br)cn2)o1	-8	12	13	16	14	114	-4	2	5
N#CCCN(C(=O)Nc1ccccc1)c1ccccc1	-1	1.2	13	-1	1.4	105	2	2	5
CC(=O)c1ccc(N2CCN(C(=O)C3CCN(S(=O)(=O)c4ccc5c(c4)CC(C)N5C(C)=O)CC3)CC2)cc1 (configuration not stated)	-5	7.3	-5	11	2.8	94	-7	-2	-5
CC(C)(C)c1nnc2sc(SCC(=O)N3CCc4ccccc43)nn2c1=O	6	0.2	4	-11	-0.7	102	1	2	2
O=C(COC(=O)c1ccco1)c1ccc(F)cc1	-2	-0.4	2	-1	0.5	97	-7	-20	-1
COc1ccccc1CNCC(O)Cn1c2ccccc2c2ccccc21 (configuration not stated)	-14	8.8	0	37*	22*	120	-15	44	0
O=C(Cn1cc2c(n1)CCCC2)NCC1CCCO1 (configuration not stated)	5	1.3	1	-4	0.5	94	-2	-9	5
CCOC(=O)c1c(Nc2ccccc2)sc(/C=C2\C=Nc3ccccc32)c1O	-14	1.4	0	3	-1.3	96	.	8	7
O=C(NC1(C(=O)NC2CCCCC2)CCCCC1)c1ccc2c(c1)OCO2	-4	-0.2	8	5	-0.1	104	-5	7	-5
CCCCCCSc1cccc(-c2nc3ccc(Cl)cn3c2NCc2ccccc2)c1	-1	-0.5	.	.	-0.6	.	-1&3	.	.
COC(=O)c1[nH]c2ccccc2c1NC(=O)/C=C/c1ccc2c(c1)OCO2	-6	1.2	7	-1	-0.3	91	-4	19	1
O=C1CC[C@H](O)CCN1[C@H](CSc1ccc(Br)cc1)Cc1ccccc1	-5	0.1	.	.	-0.5	.	-6	.	.
COC(=O)c1[nH]c(C)c(/C(O)=C2\C(=O)C(=O)N(CCN3CCOCC3)C2c2cccnc2)c1C (configuration not stated)	-3	0.4	-7	-3	-0.2	97	-3	-4	1
CCOc1ccccc1CN1CCNC(=O)C1CC(=O)NCCc1ccccn1 (configuration not stated)	-7	0.6	-1	3	0.3	104	-4	13	-10
Cc1c(C=O)c2ccccn2c1C(=O)c1cccs1	-20	0.1	-4	-6	-0.1	91	-4	23	6
CCC(=O)N1CCN(c2ccc(Cl)cc2NC(=O)Cc2ccc(Cl)cc2)CC1	5	-1.9	-2	21	-1.3	91	-7	-2	-10
COc1cc([N+](=O)[O-])ccc1-c1ccc(/C=N/NC(=O)c2ccccc2O)o1	.	.	-1	-14	.	93	2	4	2
Cc1cccc2cc(CN(CC3CCCO3)C(=O)c3cccnc3)c3nnnn3c12 (configuration not stated)	-9	0.3	0	6	-0.8	97	1	4	4
COc1ccc(NC(=O)c2c(-c3ccccc3Cl)noc2C)c(OC)c1	8	-1.2	0	2	-1.5	103	1	2	-2
Clc1ccc(NCc2cccnc2)cc1	-10	-0.4	2	7	-1.0	103	-13	10	-1
O=C(NCc1ccccc1)c1noc2c1CCCCC2	3	-1.2	-3	-16	-1.2	96	-5	10	4

Bioassay records as filed in PubChem BioAssay.
